Pemphigus Ab inh = blocks pemphigus antibody binding to human desmoglein-3; P32926; DSG3-coupled beads, scFv-anti-DSG3-GFP binding, flow cytometry; hits give low values; binding (percent of control), % at 10 µM; hit rate 0.48% among 310,000; AID 588358;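 active means binding more than 3 SD below its plate's average and above zero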;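 further: hits lower antibody fragment binding to DSG3; some compounds called inactive have numbers as strong as hits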
SR-BI HDL uptake = mouse SR-BI HDL lipid transfer inhibition; AID 488896; ldlA[mSR-BI] CHO cells, DiI-HDL uptake fluorescence, 3 h; inhibition, % at 12.5 µM; hit rate 0.96% among 320,000;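 active means mean replicate inhibition of at least 70% and a set share of replicates each scoring 70 or more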;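 further: 0% = median of neutral control wells and 100% = median of positive control wells; values of inactives mirror those of a sister screen read the other way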
Target sequence (Q61009 whole entry, looked up): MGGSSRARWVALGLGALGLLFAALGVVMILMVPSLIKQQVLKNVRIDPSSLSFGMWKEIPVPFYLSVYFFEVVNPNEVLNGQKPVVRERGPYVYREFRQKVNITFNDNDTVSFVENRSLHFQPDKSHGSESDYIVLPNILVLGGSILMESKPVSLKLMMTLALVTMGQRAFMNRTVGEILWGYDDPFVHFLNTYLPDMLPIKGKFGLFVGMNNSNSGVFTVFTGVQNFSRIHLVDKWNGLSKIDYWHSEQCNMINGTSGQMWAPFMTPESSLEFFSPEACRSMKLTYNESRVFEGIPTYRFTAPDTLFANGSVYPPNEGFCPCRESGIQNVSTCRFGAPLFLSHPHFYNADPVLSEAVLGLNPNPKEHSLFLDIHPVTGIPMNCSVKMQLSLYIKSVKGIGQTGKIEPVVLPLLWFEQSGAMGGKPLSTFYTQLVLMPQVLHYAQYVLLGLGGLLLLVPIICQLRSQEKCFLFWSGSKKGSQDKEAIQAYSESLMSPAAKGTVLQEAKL
Mot1-301 SUMO = blocks SUMOylation pathway, rescuing yeast Mot1-301 growth | S. cerevisiae Mot1-301 growth rescue, ATP luminescence, 38.5C; percent above DMSO median, 100 means doubled | growth rescue, % at 18.8 µM | hit rate 1% among 320,000 | AID 2716;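 active means every valid replicate shows activation above 250% relative to neutral control wells; inactive means the rest, any valid replicate at or below 250%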;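 further: OY570 slx delta 5 strain wells were the positive control but not used for scaling; some compounds called inactive have numbers as strong as hits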
Arrestin-AP2 inh = human beta-arrestin and AP2 interaction inhibition; inhibition, % at 10 µM; hit rate 0.31% among 340,000; FITC-arrestin peptide / GST-AP2 beads, flow cytometry; AP2 beta2 appendage carries R879A mutation;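 active means inhibition above a set limit, near 3 SD of compounds lacking own fluorescence, cut at about 54% in these data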;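 further: plate controls were DMSO wells for no effect and 5 µM unlabelled arrestin peptide for full effect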
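System: GST-AP2 R879A glutathione beads; medium: PBS, Tween 20 0.05%, BSA 0.1%; reagent: fluorescein-tagged arrestin peptide at 50 nM final; schedule: pre-incubation 12 min, peptide binding 1 h, room temperature; detection: flow cytometry, FL1 (488/535 nm); read-out: inhibition as reduced fluorescein signal on beads, percent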
dFosB act = mouse delta FosB homodimer activation; P13346; AID 493131; activation, % at 25 µM; purified delta FosB, TAMRA-CDK5 oligo fluorescence polarization; percent of positive-control signal above neutral wells; hit rate 0.99% among 340,000;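 active means mean activation above about 17%, with every replicate also reaching it, limit read from the data, passing the limit was not always enough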;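 further: fluorescence polarization rise as delta FosB binds a TAMRA Cdk5 AP-1 oligo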
MITF act = activators of MITF-driven TRPM1 promoter activity in SK-MEL-5 cells. hit rate 0.75% among 300,000. AID 588334. SK-MEL-5 TRPM1-promoter luciferase, 24 h; % of positive control, neutral wells = 0. activation, % at 12.5 µM;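 active means mean activation of at least 80% with every replicate also reaching 80%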;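 further: 0% = neutral control wells and 100% = parthenolide positive control wells; values of inactives mirror those of a sister screen read the other way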
SR-BI uptake up = enhances SR-BI lipid uptake from DiI-HDL. CHO ldlA[mSR-BI] cells, DiI-HDL uptake fluorescence, 3 h; 100 = double the neutral-control signal. activation, % at 12.5 µM. hit rate 0.096% among 320,000;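 active means mean replicate activation of at least 60% and every replicate at or above 60%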;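 further: 0% = median plate neutral-control signal and 100% = twice that signal; values of inactives mirror those of a sister screen read the other way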
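Test system: SR-BI-overexpressing, LDLR-lacking CHO cells. Measured by: DiI fluorescence, bottom read. Medium: Ham's F12 with 0.5% BSA, HEPES 25 mM, pH 7.4. Timing: 3 h uptake period with compound, 37 °C.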
PKA-R1A act = activates the PKA-R1A holoenzyme complex | activation, % at 11.4 µM | AID 504707 | P00514+P68181 | hit rate 0.083% among 340,000 | PKA-R1A dissociation, Cy5-IP20 fluorescence polarization; scaled: DMSO 0%, 113 µM cGMP 100%;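 active means percent activation above the mean of all tested compounds plus 3 SD, cut at about 19% in these data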;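 further: higher means more PKAc released from R1A so a rise in polarization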
NSD2 HMT inh = inhibitors of human histone methyltransferase NSD2; inhibition, % at 12.5 µM; AID 743445; hit rate 0.54% among 310,000; O96028; NSD2 peptide methylation, AlphaScreen, 120 min; in the data active means inhibition above about 50%
PKA-R2B act = activates the human PKA-R2B holoenzyme complex. hit rate 0.079% among 340,000. PKA-R2B holoenzyme dissociation, Cy5-IP20 fluorescence polarization; R2B truncated from residue 108, S112A mutant; 0% DMSO only, 100% 113 µM cGMP. activation, % at 11.4 µM. P22694+P31323;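 active means activation above a cutoff set at the mean over all compounds plus 3 SD, cut at about 18% in these data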;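 further: higher means more holoenzyme dissociation and a rise in polarization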
Target sequence (P31323 whole entry, looked up, other chains not shown, the tested form may be a part): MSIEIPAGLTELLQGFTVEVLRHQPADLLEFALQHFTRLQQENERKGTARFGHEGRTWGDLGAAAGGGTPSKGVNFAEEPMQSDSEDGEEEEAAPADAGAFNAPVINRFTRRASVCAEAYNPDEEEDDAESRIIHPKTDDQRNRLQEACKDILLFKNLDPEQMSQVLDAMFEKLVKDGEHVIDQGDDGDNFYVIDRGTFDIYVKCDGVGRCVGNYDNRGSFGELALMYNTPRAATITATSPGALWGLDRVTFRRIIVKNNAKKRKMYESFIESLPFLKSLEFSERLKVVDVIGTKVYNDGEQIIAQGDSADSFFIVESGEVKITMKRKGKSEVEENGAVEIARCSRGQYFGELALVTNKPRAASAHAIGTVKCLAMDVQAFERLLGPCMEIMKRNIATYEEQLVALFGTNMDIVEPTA
CDK5 inh = CDK5/p35 (human) kinase inhibition; Recombinant CDK5/p35, ADP-Glo luminescence, 60 min; inhibition, % at 10 µM; hit rate 0.01% among 330,000; AID 488839; Q00535+Q15078;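 active means highest replicate inhibition of at least 50% and at least 75% of replicates reaching 50%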;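 further: plate controls were DMSO neutral control for no effect and GW8510 at 10 µM for full effect; many of its hits are not listed in these tables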
* hit, by the source's call; x = no result given.

SMILES	Pemphigus Ab inh	SR-BI HDL uptake	Mot1-301 SUMO	Arrestin-AP2 inh	dFosB act	MITF act	SR-BI uptake up	PKA-R1A act	NSD2 HMT inh	PKA-R2B act	CDK5 inh
O=C(/C=C/c1ccc2c(c1)OCO2)NCc1ccco1	88.4	-42.9	-0.8	3.7	-7.3	32.6	42.9	-2.0	3.9	-1.0	0.2
COCCNC(=O)C1CCN(Cc2cccc(OCc3ccccc3)c2)CC1	110.1	-24.0	8.5	4.3	1.6	x	24.0	-4.9	-1.4	-11.5	0.2
c1ccc2c(c1)oc1c(NCCCN3CCOCC3)ncnc12	101.9	2.2	3.0	32.9	-0.4	1.7	-2.2	-9.8	4.2	-10.8	-3.3
Cc1ccc(-n2ncc3c2CC(C)(C)CC3NC(=O)c2cc[n+]([O-])cc2)cc1 (configuration not stated)	100.7	-17.0	-14.9	46.6	-3.7	-2.3	17.0	-0.7	4.8	7.8	-0.1
COC(=O)Cn1cnc(=O)c(C#N)c1/C=C/N(C)C	99.8	-14.6	x	2.2	-5.6	-4.6	14.6	4.9	-0.9	-2.5	-0.1
O=C(Nc1ncccn1)c1ccc(Cl)c([N+](=O)[O-])c1	105.6	-12.2	181.7	3.4	-5.8	-9.2	12.2	-4.0	-2.5	-0.9	-0.2
Cc1ccc(S(=O)(=O)CCC(=O)Nc2ccc(Br)cc2)cc1	97.9	-3.3	-8.1	24.1	6.8	2.7	3.3	6.4	-1.5	8.2	1.4
CN(C)CCCNc1oc(-c2ccccc2Cl)nc1S(=O)(=O)c1ccccc1	x	-5.0	-9.1	-6.6	-1.9	9.8	5.0	4.5	11.6	13.2	-9.6
COc1ccc(C(=O)C2CCCN(C(=O)CCc3ccccn3)C2)c(C)c1 (configuration not stated)	101.1	-2.0	80.7	2.9	0.2	-10.2	2.0	-3.4	-1.0	4.5	-0.1
O=C(NC(=S)Nc1cccnc1Cl)c1ccc(F)cc1	104.8	3.8	224.6	6.4	-2.2	53.3	-3.8	5.4	2.9	-0.2	0.7
COc1ccccc1/C=C1\SC(=O)N(CC(=O)NCCCn2ccnc2)C1=O	100.4	17.8	-15.3	10.1	-18.8	-9.7	-17.8	-9.9	5.1	2.3	0.0
O=C(NNC1=C(C(=O)C(F)(F)F)CCC1)c1cccnc1	98.3	32.5	8.8	38.9	1.8	-0.4	-32.5	-10.5	4.7	-6.4	0.4
Cc1cc(-n2cnc(-c3cn(C)nc3C)n2)no1	95.3	-22.3	10.3	32.7	-11.5	x	22.3	-4.3	-2.3	4.4	-0.8
c1cc(Nc2cccc3nccnc23)c2nccnc2c1	98.0	9.7	7.2	3.4	-12.7	-0.1	-9.7	-11.6	x	-5.0	-1.3
Cc1cccc(C(=O)NCC(=O)N2CCN(S(=O)(=O)c3ccc4c(c3)OCCO4)CC2)c1	99.5	-36.0	27.0	26.8	-18.1	-8.9	36.0	-9.9	-1.5	-1.9	-0.4
CCOCCCNC(=S)NCCCNc1nc2c(C)c(C)ccc2cc1C#N	104.8	40.6	x	10.9	-8.8	-8.3	-40.6	-6.6	-4.6	-1.4	2.0
CCN(CC)NC(=S)Nc1ccccc1	109.2	-4.3	-26.8	3.2	-4.6	-10.9	4.3	-1.7	-1.8	0.3	-8.3
O=C(CCc1ccc(S(=O)(=O)N2CCOCC2)cc1)N1CCCC1	103.6	2.5	-3.7	-8.1	0.1	10.3	-2.5	11.7	-0.3	3.2	-2.4
CCc1ccc(N/C(=N/c2nc(C)cc(C)n2)NC(C)=O)cc1	94.7	24.7	-15.3	-17.9	-15.6	10.4	-24.7	-2.4	7.2	5.7	-2.2
O=C(COC(=O)c1ccc(F)cc1Cl)Nc1cccc(S(=O)(=O)N2CCOCC2)c1	99.9	15.2	x	42.6	-14.1	-3.1	-15.2	-2.8	-1.6	-6.3	-0.4
Cc1cc(N)ncc1[N+](=O)[O-]	96.0	-17.2	x	28.1	2.5	-7.8	17.2	-5.8	-1.8	-6.8	-0.8
Cc1c(CC(=O)NCCCO)c(=O)oc2cc3c(cc12)CCC(C)(C)O3	115.7	-13.3	11.6	-9.1	0.5	-0.3	13.3	-7.6	1.2	10.0	-1.5
COc1ccc(C(=O)/C=C/c2cccc(OCc3ccccc3)c2)cc1CSCC(=O)O	98.0	-7.8	-15.9	26.3	-17.2	-11.9	7.8	-17.6	42.8	0.1	-0.8
CCNc1nc(SCCOc2ccc(C)cc2)nc(N(C)C)n1	x	11.2	3.7	-10.3	2.6	x	-11.2	2.2	9.3	-6.4	0.5
CC1=Nc2cc(C(=O)N3CCCCC3)ccc2Sc2ccc(C)cc21	98.0	30.0	3.4	3.4	-6.8	-0.9	-30.0	-6.4	7.8	5.9	0.0
Next part.
SMILES	Pemphigus Ab inh	SR-BI HDL uptake	Mot1-301 SUMO	Arrestin-AP2 inh	dFosB act	MITF act	SR-BI uptake up	PKA-R1A act	NSD2 HMT inh	PKA-R2B act	CDK5 inh
C/C=C(\CS(=O)(=O)c1ccccc1)S(=O)(=O)c1ccccc1	x	15.6	15.8	4.5	6.0	x	-15.6	-3.5	6.4	-10.0	-4.2
CCc1nc2ccccc2c(C(=O)Oc2cccc3cccnc23)c1C	x	39.5	x	4.0	-15.9	x	-39.6	2.5	-1.0	1.8	-2.5
Cc1cc(N(C)C)c(C#N)c(=O)[nH]1	x	-11.7	x	2.4	-4.7	-4.1	11.7	5.8	4.2	-5.7	-0.9
Cc1csc(NC(=O)c2ccco2)c1C(=O)c1ccccc1	118.8	-12.5	19.0	-8.4	0.8	-3.9	12.5	-0.7	0.1	-0.3	-0.1
O=C(Cc1ccc([N+](=O)[O-])cc1)Nc1ccc2c(c1)OCO2	97.5	-7.7	3.1	-16.6	9.8	2.3	7.7	-11.3	1.0	-11.4	1.1
CC1(C)Cc2c(c(-c3ccccc3)[nH]c(=O)c2C#N)CS1	99.8	0.3	27.5	18.0	-3.8	-6.0	-0.3	-0.3	-0.4	1.5	1.0
CCOC(=O)N1CCN(S(=O)(=O)c2ccc(C)c([N+](=O)[O-])c2)CC1	108.7	-1.4	146.2	14.4	-6.2	-2.7	1.4	5.2	0.4	2.6	1.9
O=C(O)c1ccccc1C(=O)Nc1ccc(-n2ccc(C(F)(F)F)n2)cc1	107.7	3.5	-3.7	0.9	-4.0	-4.8	-3.5	-3.9	-3.4	4.2	0.2
Cc1nc2ccccc2nc1CN1CCC(CO)(CC2CCCCO2)CC1 (configuration not stated)	92.9	-15.2	2.3	-3.6	-6.8	-8.4	15.2	-4.2	-0.8	-5.2	-1.6
CCN1CCN(c2ccc(Cl)cc2NC(=O)c2ccc(-n3nc(C)cc3C)cc2)CC1	x	48.5	16.3	2.0	-3.7	10.5	-48.5	-13.2	-1.6	-6.4	-0.2
CC[n+]1ccc(C)c2cc(SC(F)(F)F)ccc21	91.6	-15.4	96.9	19.4	-2.9	8.8	15.4	5.3	x	3.9	1.7
CC(=O)C1CCC2C3CCC4=CC(=O)C=CC4(C)C3C(=O)CC12C (configuration not stated)	87.0	-11.6	x	3.7	-10.0	-7.1	11.6	-0.2	15.9	-8.7	-0.5
Cc1cc2ccccn2c1C(=O)c1cccc([N+](=O)[O-])c1	101.2	32.9	-21.7	18.5	-2.3	-7.7	-32.9	8.1	-1.9	5.1	-0.4
Cc1ccccc1NC(=O)COC(=O)C1CC2CCCC(C1)C2=O (configuration not stated)	x	-5.0	43.7	-1.4	1.1	x	5.0	-2.3	-0.4	12.5	-0.3
C=CCC1C=CCC(CC=C)N1C(=O)c1ccccc1[N+](=O)[O-] (configuration not stated)	102.2	15.7	160.1	-7.3	-9.7	-15.0	-15.7	-7.8	4.9	-2.2	-0.9
COc1ccc(NS(=O)(=O)c2ccc(N3CCCC3=O)cc2)cn1	91.8	-22.0	11.2	-19.1	-0.5	-15.0	22.0	-2.4	-1.8	-13.7	0.7
CC1(C)C(CO)=CC(=O)C2=C1SCC(=O)N2	x	-13.6	6.2	7.7	-2.9	-0.8	13.6	3.6	x	-8.2	-1.5
Cc1cc2c(NC3CCCCC3)ncnc2s1	99.3	3.6	41.8	20.9	5.8	-7.4	-3.6	0.3	-3.1	-12.2	-0.5
O=C1C=C(c2ccc(Cl)c(C(F)(F)F)c2)C[C@@H](c2ccc3c(c2)OCO3)C1	106.1	13.7	18.3	13.4	-1.8	10.6	-13.7	-13.7	x	-3.1	1.4
Cc1c(NC(=O)C(C)Oc2ncnc3ccccc23)c(=O)n(-c2ccccc2)n1C (configuration not stated)	104.7	-22.8	2.9	2.5	6.6	3.5	22.8	-2.0	-2.9	0.1	2.5
CC(C)N(Cc1nc(-c2ccccc2)no1)C(=O)CCCN1C(=O)c2ccccc2C1=O	82.6	-10.8	-9.9	30.2	-4.8	9.9	10.8	-6.4	-2.6	-5.5	2.2
Cc1ccc(OCC(=O)Nc2ccc(N3CCOCC3)cc2)c([N+](=O)[O-])n1	x	14.4	-7.8	-27.6	-12.0	3.6	-14.4	9.4	-1.9	7.2	1.2
CCOc1ccc(S(=O)(=O)NCc2cccnc2)cc1	108.9	-2.4	8.0	25.3	-8.0	x	2.4	2.0	-3.0	0.4	0.0
CCCCOCC(O)CCc1n[nH]c(=S)n1-c1ccccc1 (configuration not stated)	93.2	-23.9	-10.6	22.9	1.7	-5.7	23.9	-3.8	-0.2	-1.4	0.5
COc1ccc([C@@H]2C[C@@H](c3ccccc3)Oc3cc(C)cc(C)c32)cc1	108.7	6.3	x	-5.7	-2.1	2.6	-6.3	1.4	x	0.3	-0.6
C=CCn1c(COc2ccc(Cl)cc2)nnc1SCC(=O)N1CC(=O)Nc2ccccc21	x	29.6	-3.2	-4.5	-11.7	x	-29.6	2.6	-0.4	-3.3	-0.7
CCc1ccc(CN(C)C(C)C(=O)Nc2ccc(S(=O)(=O)N3CCCC3)cc2)cc1 (configuration not stated)	101.2	16.6	x	17.5	-15.4	0.1	-16.6	-6.0	0.6	-2.2	-1.2
Cc1ccc2nc(SC(C)C(=O)N3CCCC3)[nH]c2c1 (configuration not stated)	98.5	-15.5	3.7	0.8	9.3	31.0	15.5	2.0	2.3	-4.9	-0.7

Bioassay records: PubChem, several laboratories
